High-throughput results deposited in PubChem by several laboratories.
NS5 inhibitors: Dengue-2 NS5 methyltransferase inhibitors, primary screen, biochemical, confirmation dose response (AID 588689); inhibition, % at 25 µM; hits with a dose series show IC50 in µM; hit rate 0.3% among 340,000; Dengue-2 NS5 methyltransferase capping enzyme assay, biochemical; higher % means a stronger effect; in the data active = a potency from the dose series; inconclusive = inhibition above about 29% without an active follow-up result
West Nile virus CPE: West Nile virus antiviral activity, cell-based, CPE readout (AID 1621); West Nile virus-infected cells, CPE inhibition; higher % means a stronger effect; CPE inhibition, % at 10 µM, or IC50 in µM where a hit was titrated; hit rate 0.02% among 290,000; in the data active = a potency from the dose series; inconclusive = CPE inhibition mostly from about 3.7% at the one dose, without a potency; inactive = the rest, 99 in 100 with CPE inhibition below about 2.2%; also: strong numbers were not always called active
Large T inhibition: SV40 large T antigen inhibitors, biochemical (AID 1903) | SV40 large T antigen ATPase/helicase inhibition assay; higher % means a stronger effect | one-dose inhibition, % at 20 µM; IC50 in µM for titrated hits | hit rate 0.39% among 310,000; in the data active = a potency from the dose series; inconclusive = inhibition mostly from about 32% at the one dose, without a potency; inactive = the rest, 99 in 100 with inhibition below about 32%; also: strong numbers were not always called active
Yfh1-off respiration: mitochondrial function rescue without frataxin homolog – Friedreich's ataxia, plus single-dose screen, dose response (AID 1465); S. cerevisiae Yfh1-off respiration, WST-1 reduction, 72 h; higher fold induction means a stronger effect; fold induction at 50 µM; hits with a dose series show EC50 in µM; hit rate 0.074% among 220,000;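 active = fold induction of absorbance versus untreated yeast above a set limit, then at least 30% activation at any dose in follow-up; inconclusive = repeats straddling the limit, or above it without dose testing; inactive = fold induction below the set limit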;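 also: activators that raise dye reduction in frataxin-depleted yeast; strong numbers were not always called active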
WT yeast gro inh: growth inhibition of WT yeast, mitochondrial fusion screen; hit rate 2.1% among 190,000; mitochondrial fusion phenotypic screen, WT strain; inhibition, % at 10 µM; AID 1362; in the data active = inhibition above about 58%; tested in S. cerevisiae
XIAP antagonists: small molecules displacing peptide from XIAP – biochemical, IAP family, fluorescence polarization (AID 1018); XIAP BIR domain, fluorescence polarization peptide displacement; higher % means a stronger effect; displacement, % at 20 µM; hits with a dose series show IC50 in µM; hit rate 0.007% among 200,000; in the data active = displacement above about 50%; also: a part of the inactive calls stands beside numbers as strong as those of hits
RSV CPE inhibition: inhibition of RSV-induced cytopathic effect – HEp-2 cells, primary 10 µM value included (AID 2391) | HEp-2 cells, RSV-induced CPE inhibition; higher % means a stronger effect | CPE inhibition, % at 10 µM, or IC50 in µM where a hit was titrated | hit rate 0.13% among 310,000; in the data active = a potency from the dose series; inconclusive = CPE inhibition mostly from about 23% at the one dose, without a potency; inactive = the rest, 99 in 100 with CPE inhibition below about 21%; also: strong numbers were not always called active
ER stress rescue: protection against thapsigargin-triggered cell killing – 384-well, CSM14.1, ATP luminescence, primary screen (AID 1222); CSM14.1 thapsigargin-induced death rescue, ATP luminescence; higher % means a stronger effect; cellular ATP content (survival), % at 20 µM; hits with a dose series show EC50 in µM; 190,000 tested, under 10 active;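 active = EC50 below 50 µM in the dose-response confirmation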;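 also: death triggered by thapsigargin at about 15 µM added after 2 h compound pretreatment; cell ATP read after overnight thapsigargin exposure of roughly 18 to 22 hours; normalized against plate controls of thapsigargin alone and 5% DMSO vehicle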
UTI89 phage lysis: protection from phage-mediated lysis, alamar blue read-out – E. coli UTI89, K1F phage, bacterial capsule biogenesis inhibitors (AID 488966). E. coli UTI89 K1F phage lysis, alamar blue, 2 h; higher % means a stronger effect. inhibition, % at 100 µM, or IC50 in µM where a hit was titrated. hit rate 0.02% among 340,000;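 active = phage lysis inhibition, versus mean bacterial control, above a set limit; inconclusive = no clear call, values can overlap the other calls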;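 also: capsule biogenesis inhibitors block K1F phage lysis so surviving cells raise fluorescence; higher fluorescence means more inhibition of phage lysis; actives were called in the ten point dose series up to 300 µM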
WT yeast gro inh mutant strain: recorded beside WT yeast gro inh, whose call it bears; inhibition, %; mitochondrial fusion phenotypic screen, mutant strain inhibition
The depositor's hits bear a star; i = inactive; ? = inconclusive; . = no result given; [ ] = another dose, or the depositor's remark.

SMILES	NS5 inhibitors	West Nile virus CPE	Large T inhibition	Yfh1-off respiration	WT yeast gro inh	WT yeast gro inh mutant strain	XIAP antagonists	RSV CPE inhibition	ER stress rescue	UTI89 phage lysis
Cc1ccc(CNC(=O)c2ccccc2NC(=O)CSc2nnnn2C)cc1	1%	-0.2%	5%	i	-31	-5	-1.3%	1.7%	-0.3%	-0.4%
Cc1ccc2cc(CN(Cc3ccco3)C(=O)c3ccco3)c3nnnn3c2c1	1%	-0.7%	3%	.	.	.	.	44µM*	.	1.4%
CC1CCN(S(=O)(=O)c2cccc(C(=O)Nc3nncs3)c2)CC1	-8%	-0.4%	19%	.	.	.	.	3.7%	.	-0.2%[50 µM]
COc1cc2c(cc1OC)C(C)N(C(=O)c1cc3c(s1)-c1ccccc1OC3)CC2 (stereo unspecified)	-1%	.	4%	.	51	41	-7.8%	42%	-2.5%	?
Cc1ccccc1NC(=O)c1ccc2c(O)c(S(=O)(=O)c3ccccc3)c(=O)[nH]c2c1	7%	0.5%	4%	.	.	.	.	0.4%	.	-0.1%
Cn1c(SCc2ccccc2F)nc2cccnc21	-8%	-0.5%	5%	i	20	29	-1.0%	8.6%	-0.4%	-0.1%
COc1ccc(Cc2c(O)nc(SCC(=O)N3CCOCC3)[nH]c2=O)cc1	-2%	-0.2%	4%	i	.	.	.	2.4%	.	0.3%
Cc1csc(NC(=O)c2cccnc2Cl)n1	-4%	.	11%	.	.	.	.	0.9%	.	-0.4%
CC(=O)Nc1nnc(SCC(=O)NC(C)(C)C)s1	-3%	-0.4%	16%	i	5	0	-7.5%	0.7%	-0.6%	4.4%
CCCc1c(C)nc(N2CCN(c3cccc(OC)c3)CC2)[nH]c1=O	-4%	-0.7%	10%	.	.	.	.	7.5%	.	0.1%
C=CCn1c(=O)c2c(C)c(C)sc2n2c(Nc3ccccc3)nnc12	1%	-0.5%	7%	i	36	6	-12%	1.8%	-2.4%	8.2%
CCOC(=O)C(C(=O)Nc1cccc(C)n1)C1CCCCC1 (stereo unspecified)	-2%	-0.6%	12%	i	-1	1	-4.6%	0.6%	1.6%	-0.6%
CC(=O)c1c(N2CCN(C(=O)C3CCCO3)CC2)nc(=S)n(-c2ccccc2)c1C (stereo unspecified)	1%	1.1%	7%	i	6	3	-21%	0.2%	-2.6%	0.0%
O=C(NCCCN1CCOCC1)c1ccccc1	-5%	-0.1%	5%	i	-4	2	2.1%	0.3%	-2.1%	-0.4%
O=C(CSc1nc(=O)n(CCN2CCOCC2)c2c1CCCC2)Nc1ccc([N+](=O)[O-])cc1	-2%	.	23%	.	.	.	.	0.3%	.	0.6%[50 µM]
Cc1ccc(CNS(=O)(=O)N(C)C)cc1	-2%	0.3%	-3%	i	19	-1	-3.6%	1.2%	4.1%	-0.2%
COc1ccc(/C=c2\s/c(=C/C(=O)c3ccc(C)cc3)[nH]c2=O)cc1OC	-8%	0.2%	-5%	i	-6	-33	-10%	?	0.3%	-4.2%
COc1ccc(CCN(C)C(=O)c2cc(S(=O)(=O)N3CCCCCC3)ccc2OC)cc1OC	-7%	.	19%	.	.	.	.	-0.7%	.	0.7%[50 µM]
O=C(NCCCN1CCCC1=O)C(=O)NCC1OCCN1S(=O)(=O)c1ccc(Br)cc1 (stereo unspecified)	2%	-0.2%	23%	.	.	.	.	-0.4%	.	1.8%[50 µM]
Cc1cc(C)c(S(=O)(=O)N2C=CC(C(F)(F)F)=NCC2)c(C)c1	0%	0.5%	14%	i	8	7	-4.5%	0.7%	-1.4%	3.0%
COc1cc2c(cc1NC(=O)c1cccc([N+](=O)[O-])c1)oc1ccccc12	3%	?	-6%	i	9	-14	-6.3%	1.9%	-4.0%	0.3%
O=S(=O)(c1ccc2c(c1)nc(COc1ccc(Cl)cc1)n2CC1CCCO1)N1CCOCC1 (stereo unspecified)	2%	-1.7%	13%	i	42	17	-2.0%	8.2%	1.4%	0.7%
NC(=O)c1nsc(C(=O)N(CC(=O)NCc2ccccc2)c2ccc(F)cc2)c1N	-7%	-0.6%	-1%	.	.	.	.	1.2%	.	0.9%
Cc1cccc(OC(C)C(=O)Nc2nccs2)c1 (stereo unspecified)	-2%	0.8%	5%	.	.	.	.	1.9%	.	0.0%
CS(=O)(=O)Nc1nc2n(n1)C(c1ccccc1)CC(c1ccccc1)N2 (stereo unspecified)	-2%	0.2%	11%	i	.	.	.	1.1%	.	-0.4%[50 µM]
CCOc1ccc(S(=O)(=O)N2CCCC(C(=O)N3CCN(c4ccccc4)CC3)C2)cc1 (stereo unspecified)	0%	0.0%	8%	.	.	.	.	6.0%	.	0.0%
COc1ccc(NC(=O)CN2C(=O)c3ccccc3S2(=O)=O)cc1OC	-2%	0.4%	3%	.	.	.	.	0.8%	.	-0.7%
CCCc1nn2c(=O)cc(O)nc2s1	0%	0.3%	11%	i	-16	-5	-6.2%	0.3%	-0.1%	4.6%
Cc1ccsc1/C=N/NC(=O)CO	-9%	-0.1%	19%	i	-2	-5	-5.1%	1.7%	-1.4%	0.3%
C=CCn1cc(-c2cccc(Cl)c2)cc(C#N)c1=O	-4%	0.3%	12%	i	-1	-4	-4.4%	3.2%	0.6%	-0.4%
Cc1c(/C=N/NC(=O)C2(O)c3ccccc3-c3ccccc32)cnn1C	-3%	0.0%	6%	i	-5	-18	-4.8%	-0.1%	-1.4%	1.4%
O=C1c2ccccc2C(=O)N1CNc1ccccc1	-3%	-0.9%	1%	i	9	4	-1.5%	1.9%	1.1%	-0.1%
CC1=C/C(=N\NC(=S)Nc2cccnc2)CC(C)(C)C1	1%	-1.8%	7%	i	40	28	-1.1%	.	2.0%	0.7%
CCS(=O)(=O)c1ccc2oc(SCC(=O)NC3CCCC(C)C3C)nc2c1 (stereo unspecified)	4%	-0.5%	-23%	i	-26	3	-11%	2.5%	1.7%	-0.2%
CCCn1c(SCC(=O)N2c3ccccc3Sc3ccccc32)nc2ccccc21	2%	-0.8%	8%	i	21	3	-4.2%	18%	-0.8%	-0.1%
COc1ccc(/C=N/NC(=O)CCCOc2ccc(Cl)cc2Cl)cc1	-5%	-0.2%	15%	i	47	23	-1.6%	7.6%	0.3%	-0.2%
Cc1nc(Nc2ccc(S(=O)(=O)N3CCCCC3C)cc2)c2nnn(Cc3ccccc3)c2n1 (stereo unspecified)	-2%	-1.7%	9%	i	-5	-5	-6.9%	5.6%	-2.3%	0.1%[50 µM]
COc1cc(CCC(=O)OCC(=O)Nc2ccc3c(c2)OCO3)cc(OC)c1OC	-5%	0.5%	-8%	.	.	.	.	1.2%	.	-0.1%
c1cc(-c2nn[nH]n2)ccc1CN1CCCCC1	7%	0.1%	1%	i	-6	8	-7.8%	-0.2%	-1.6%	-0.1%
CC(C)(C)OC(=O)NCc1ccc(CNC(=O)c2[nH]cnc2C(=O)NCC(=O)OCc2ccccc2)cc1	-13%	-0.1%	20%	.	.	.	.	1.1%	.	0.9%

Limited to RSV CPE inhibition, West Nile virus CPE and ER stress rescue (two entries from above):
Molecule | RSV CPE inhibition | West Nile virus CPE | ER stress rescue
Cc1ccsc1/C=N/NC(=O)CO | 1.7% | -0.1% | -1.4%
C=CCn1cc(-c2cccc(Cl)c2)cc(C#N)c1=O | 3.2% | 0.3% | 0.6%

(listing goes on)
SMILES	NS5 inhibitors	West Nile virus CPE	Large T inhibition	Yfh1-off respiration	WT yeast gro inh	WT yeast gro inh mutant strain	XIAP antagonists	RSV CPE inhibition	ER stress rescue	UTI89 phage lysis
c1ccc(Nc2nc3ccccc3o2)cc1	0%	0.5%	-9%	i	18	19	-3.8%	2.2%	-3.3%	0.3%
CCc1ccc(S(=O)(=O)Nc2ccc(-c3nc4cccnc4s3)cc2)s1	-1%	0.2%	8%	i	0	0	-10%	1.7%	-0.3%	1.0%
COc1ccc(-c2ccc(N(C)C)cc2)cc1[C@H]1[C@H]2C=CC[C@@H](C)[C@@H]2C(=O)N1Cc1ccccc1	-4%	-0.4%	16%	i	.	.	.	2.2%	.	1.7%
O=C1CC(N2CCN(c3ccccn3)CC2)C(=O)N1c1ccc(Cl)cc1 (stereo unspecified)	-5%	-0.6%	10%	i	17	4	-4.8%	1.4%	-1.0%	0.3%
COc1ccc(OC)c(CN2CCN(Cc3cccc4ccccc34)CC2)c1	0%	-0.9%	12%	i	9	25	-8.4%	-2.1%	-1.3%	0.3%
COCCCNC(=S)N(Cc1ccccc1)Cc1ccc(F)cc1	.	-1.2%	1%	i	31	42	-1.5%	-0.4%	0.5%	-0.1%
COc1ccc(NS(=O)(=O)c2cccc(C(=O)NNC(=O)CNC(=O)c3cccc(C)c3)c2)cc1	-4%	0.1%	4%	.	.	.	.	0.9%	.	-0.1%
CC(=O)N1c2ccc(S(=O)(=O)NCc3ccccc3Cl)cc2CC1C (stereo unspecified)	7%	-1.1%	12%	.	.	.	.	21%	.	0.2%
Cc1ccc(CN2CCN(/N=C/c3cc(Br)cc(Br)c3O)CC2)cc1	-8%	-0.8%	7%	i	47	27	-5.9%	9.5%	-6.2%	0.4%
CC(=O)Nc1ccc(-c2nnn(CC(=O)c3ccc(F)cc3)n2)cc1Cl	-7%	0.3%	4%	i	.	.	.	1.6%	.	0.1%
Cc1nc(S/C(=C\c2ccc(-c3ccc(C(=O)O)c(Cl)c3)o2)C(=O)O)n[nH]1	-8%	0.0%	32%	?	.	.	.	.	.	-0.2%
Cc1ccc(-c2ccc(=O)n(CC(=O)NCC3COCCO3)n2)cc1 (stereo unspecified)	3%	0.6%	7%	.	.	.	.	1.7%	.	0.1%
CC(C)=CCN1CCC(n2nccc2NC(=O)c2ccccc2Cl)CC1	-1%	-0.6%	1%	.	.	.	.	-0.2%	.	1.8%[50 µM]
CC1(C)CC2CC(C)(CN2C(=O)COC(=O)c2ccc(Cl)cc2N)C1 (stereo unspecified)	-4%	-0.1%	2%	i	9	-2	-6.7%	-0.4%	-1.2%	0.5%
Cc1[nH]c2ccccc2c1C(=O)C(=O)N(C)C1CCCCC1	-3%	0.4%	4%	.	.	.	.	5.3%	.	0.2%
CCCNC(=O)CSc1nccn1Cc1ccc(OC)cc1	-8%	-0.2%	6%	i	0	6	-9.5%	1.6%	.	-0.1%
CCn1c(SCC(=O)NC2CCCCC2)nc2c(c1=O)SCC2	-3%	-0.8%	4%	.	.	.	.	0.8%	.	1.8%[50 µM]
O=C(COC(=O)c1ccc2ncsc2c1)Nc1ncc(Cl)cc1Cl	3%	-0.2%	5%	i	19	10	-0.5%	0.9%	-1.9%	-2.4%
COc1ccc(-c2ccc(=O)n(CC(=O)Nc3nnc(C(C)C)s3)n2)cc1OC	-5%	0.1%	5%	i	-13	6	-4.6%	2.5%	0.2%	0.1%
Cc1ccc(-c2nc3cccnc3s2)cc1NC(=O)c1ccco1	-4%	0.6%	.	i	.	.	.	-0.2%	.	-0.7%

Random draw from the library. About 2.2% of those tested had a hit in this group.
